# PTEN del growth: suppresses growth of cells with PTEN deletion; HCT116 PTEN-null viability, CellTiter-Glo, 60 h; active compounds read low; hit rate 1.2% among 140,000; viability, % at 10 µM;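 active = viability at or below a set limit, 4 SD under the median of all tested compounds, cut at about 3.7% in these data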;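 note: PTEN knockout HCT116 line with beta catenin targeted HCT116 as companion control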
# bCat KO growth: beta-catenin-lacking colon tumor cell growth suppression | HCT116 beta-catenin knockout viability, CellTiter-Glo, 60 h; active compounds read low | viability, % at 10 µM | hit rate 1.5% among 140,000;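 active = viability at or under a set limit, the compound median less 4 SD, cut at about 6% in these data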;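 note: 0% = Hyamine 1622 control at 20 µM and 100% = untreated cell control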
# NPY-Y2 antag: antagonists of human neuropeptide Y receptor Y2; P49146; NPY-Y2 expressing cells, antagonist mode; inhibition, % at 2.7 µM; hit rate 0.99% among 140,000; AID 793; in the data active = inhibition above about 17%;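 note: 0% = vehicle with agonist challenge and 100% = reference antagonist with challenge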
# Target sequence (P49146 whole entry, looked up): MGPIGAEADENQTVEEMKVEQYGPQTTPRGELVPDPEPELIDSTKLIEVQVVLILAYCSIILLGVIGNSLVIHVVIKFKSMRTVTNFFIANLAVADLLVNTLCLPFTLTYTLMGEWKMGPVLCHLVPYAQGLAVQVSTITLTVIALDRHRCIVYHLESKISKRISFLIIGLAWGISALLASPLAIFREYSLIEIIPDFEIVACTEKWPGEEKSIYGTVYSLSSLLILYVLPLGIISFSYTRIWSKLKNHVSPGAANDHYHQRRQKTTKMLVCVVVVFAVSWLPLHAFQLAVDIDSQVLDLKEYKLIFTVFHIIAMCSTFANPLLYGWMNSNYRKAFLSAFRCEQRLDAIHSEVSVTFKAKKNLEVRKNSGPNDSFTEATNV
# Measles CPE: protection of cells from measles virus; Measles virus-infected cells, CPE protection, absorbance; protection (pct of control), % at 4 µM; hit rate 1.5% among 140,000; in the data active = protection mostly above about 24%, no sharp cut-off; inactive = mostly below about 26%; note: some compounds called inactive have numbers as strong as hits
# Yeast growth inh: yeast BB579 growth reduction in restrictive medium | S. cerevisiae BB579 growth, OD615, 48 h | AID 804 | inhibition, % at 10 µM | hit rate 0.51% among 140,000;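 active = inhibition above a set limit, 3 SD over the mean compound inhibition, cut at about 44% in these data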; note: inactives centre near -24
#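 System: DeaD yeast strain BB579; buffer or medium: CSMM-D dextrose restrictive medium; technique: OD at 615 nm; schedule: 4 h cell preincubation, 48 h compound exposure, 30 °C humidified; doses: single 10 µM dose; controls: amphotericin B 10 µg/mL, positive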
# E-sel TNF inh: TNF alpha driven E-selectin expression inhibition. HUVEC TNFa-induced E-selectin immunofluorescence, high content. inhibition, % at 2 µM. hit rate 0.71% among 120,000. AID 1246;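 active = inhibition above the batch mean plus 3 SD, and confirmed as a hit on visual image review, cut at about 43% in these data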;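 note: 0% = TNF-stimulated DMSO wells and 100% = unstimulated control wells; not every result past the cut was called active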
# Yeast lifespan up: yeast lifespan extension | S. cerevisiae growth with nicotinamide, OD615; deaD strain in restrictive glucose medium | hit rate 0.68% among 130,000 | inhibition of the nicotinamide effect, % at 10 µM;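 active = inhibition above a set limit, placed 3 SD over the median of all compounds, cut at about 26% in these data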;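 note: 0% = nicotinamide-treated wells and 100% = cells grown without nicotinamide; some compounds called inactive have numbers as strong as hits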
#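 assay system = DeaD-strain S. cerevisiae | measured by = absorbance at 615 nm | probe or stimulus = nicotinamide 1.5 mM | buffer or medium = CSMM-D glucose medium, restrictive | times = 48 h at 30 °C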
# Phagocytosis inh: inhibitors of macrophage phagocytosis. inhibition, % at 5 µM. hit rate 0.07% among 110,000. J774A.1 macrophage IgG-bead phagocytosis, imaging. AID 1029;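 active = inhibition above the mean of the plate negative controls plus 5 SD, cut at about 13% in these data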;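 note: phagocytic index as fraction of beads internalized from green versus red external bead signal; plate controls were DMSO negative control for no effect and cytochalasin-D positive control for full effect; some results beyond the cut were filed as inactive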
# MRP-1 activ: activates MRP-1; H69AR cells + doxorubicin, viability rescue, CellTiter-Glo; viability increase, % at 10 µM; hit rate 0.61% among 140,000;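 active = viability gain under doxorubicin at or above a set limit, the compound median plus 3 SD, cut at about 4.7% in these data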;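 note: MRP-1 overexpressing cells given doxorubicin 25 µM after compound pretreatment; 18-22 h compound pretreatment then 72 h with doxorubicin before readout; 0% = doxorubicin-only wells and 100% = vehicle-treated cells without doxorubicin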
# GALR2 blocker: blocks the human galanin receptor 2; O43603; GALR2-expressing cells, antagonist mode; inhibition, % at 4 µM; hit rate 0.39% among 140,000; in the data active = inhibition above about 27%;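 note: cells stimulated with galanin 1-16 at roughly its EC80; 0% = agonist challenge control and 100% = basal control without agonist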
# Target sequence (O43603 whole entry, looked up): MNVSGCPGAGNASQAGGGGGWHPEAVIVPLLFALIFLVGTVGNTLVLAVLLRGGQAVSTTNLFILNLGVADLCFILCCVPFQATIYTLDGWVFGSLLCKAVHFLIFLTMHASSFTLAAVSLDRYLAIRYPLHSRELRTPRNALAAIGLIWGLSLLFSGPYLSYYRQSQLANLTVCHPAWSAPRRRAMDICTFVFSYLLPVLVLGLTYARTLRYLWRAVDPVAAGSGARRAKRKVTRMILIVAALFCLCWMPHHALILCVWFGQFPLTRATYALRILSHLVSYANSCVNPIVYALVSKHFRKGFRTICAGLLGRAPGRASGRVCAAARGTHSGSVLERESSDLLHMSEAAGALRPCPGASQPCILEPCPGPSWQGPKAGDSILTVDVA
# Starred values were filed as active, the others as inactive; . = no result given.
SMILES,PTEN del growth,bCat KO growth,NPY-Y2 antag,Measles CPE,Yeast growth inh,E-sel TNF inh,Yeast lifespan up,Phagocytosis inh,MRP-1 activ,GALR2 blocker
CCOc1ccc(C(C)=O)cc1CSc1nnc(-c2ccoc2C)n1N,89,102,3,2,-8,-25,-10,0,-0.5,0
CCC1(C)Cc2c(sc(NC(=O)CCC(=O)O)c2C#N)CO1 (stereo unspecified),98,100,3,5,-1,.,-3,-2,-1.4,-4
CCN(CC)S(=O)(=O)c1cccc(C(=O)N/N=C/c2c(C)nn(-c3ccccc3)c2Cl)c1,72,81,6,6,-59,-1,3,-7,-0.8,8
COc1cc(CCN2C(=O)c3cccc4cccc(c34)C2=O)c(S(=O)(=O)N2CCCCCC2)cc1OC,56,59,5,13,-19,.,3,-2,-2.5,4
CCCC(=O)Nc1sc2c(c1C#N)CC(C)(C)NC2(C)C,106,95,0,13,-27,.,.,.,0.3,-9
CCOc1ncccc1C(=O)OCC(=O)Nc1cc(S(=O)(=O)N2CCOCC2)ccc1Cl,95,92,2,5,-30,2,-2,-2,-0.9,-13
Cc1nn(C(C)(C)C)c(OC(=O)c2ccc(Br)o2)c1Sc1ccccc1,101,92,18*,4,-27,6,33*,.,-1.5,4
COc1cccc(C(=O)COc2cccc(NC(=O)c3cccc([N+](=O)[O-])c3)c2)c1,44,58,1,4,-48,19,-22,-6,0.8,-4
CC1S/C(=N/N=C/c2cccs2)NC1=O (stereo unspecified),107,83,1,27,-22,-9,-6,-9,-0.5,1
CCCc1cc(=O)[nH]c(-n2[nH]c3c(c2=O)CCCC3)n1,10,4.7*,1,4,-14,10,-12,.,0.1,11
Cc1cc(C)nc(Nc2ccc(N3CCCC3)cc2)n1,80,84,0,3,-15,-19,-8,-3,0.6,-5
Clc1ccc(C2=Nn3c(nnc3-c3cccs3)SC2)cc1,74,71,2,11,4,-11,.,.,-4.8,-1
O=C(OCC(=O)N1CCCc2ccccc21)c1cccc(S(=O)(=O)N2CCc3ccccc32)c1,86,93,3,23,-29,.,0,-14,0.6,-6
Cc1ccccc1NS(=O)(=O)c1cc(C(=O)N2CCc3ccccc3C2)ccc1C,45,49,3,19,-25,10,-12,-3,-5.4,5
CCn1c(SCC(=O)N2CCCc3ccccc32)nc2c1c(=O)n(C)c(=O)n2C,90,90,3,3,-48,5,9,-1,-1.1,-10
O=C(CSc1nnc(SCc2ccccc2)s1)N/N=C/C=C/c1ccco1,96,98,1,8,10,19,-7,-5,0.3,-3
CC(C)(C)OC(=O)N1CCC[C@H]1c1nnc(SC/C=C/c2ccccc2)o1,94,99,-1,8,11,14,-2,1,-3.6,-3
COc1cccc(OC)c1OCCNC(C)(C)C,105,89,0,7,-9,-15,-21,4,-3.2,0
CCSc1nnc(NC(=O)c2cc(C)nc3ccccc23)s1,80,103,5,31,-38,-2,-11,-2,-1.9,9
COC(=O)CN(c1ccccc1F)S(=O)(=O)c1ccccc1,97,95,6,10,-26,-10,-6,3,-0.9,8
O=C(CCC1CCCC1)N1CCN(C(=O)c2cccnc2)CC1,57,51,2,27,-29,.,-10,0,0.3,7
O=C1CCC(=O)N1CCCCCc1nc(-c2ccccc2)no1,83,96,-1,3,-29,-18,-17,-1,-0.8,3
Cc1oc(-c2cccc(Cl)c2)nc1CSc1nc2c(c(=O)[nH]1)CCC2,87,102,1,8,-34,-4,0,.,-1.8,-6
COc1nnc(-c2ccc(N3CCOCC3)c(NC(=O)c3ccccc3)c2)c2ccccc12,77,71,2,6,-71,9,-1,0,1.4,-4
Cc1nc(SCC(=O)N2CCN(c3ccccc3)CC2)c2oc3ccccc3c2n1,65,88,3,8,-55,2,-2,-1,-1.4,0
O=C(Nc1ccc2nc(SCc3ccc(Cl)cc3)sc2c1)c1ccccc1C(=O)N1CCOCC1,23,24,2,14,-18,53*,-12,.,0.4,-5
O=C(c1ccco1)N1CCN(/C(=N/S(=O)(=O)c2cccs2)c2ccccc2Cl)CC1,108,96,2,1,-27,-34,-14,0,-0.3,-1
COc1cccc(N2CC(C(=O)Nc3nnc(SCc4cccnc4)s3)CC2=O)c1 (stereo unspecified),92,90,3,4,-21,18,4,-11,-0.9,-7
Cc1ccc(Nc2nc3ccccc3s2)c(C)c1,87,90,1,15,-7,11,-9,-2,-2.2,6
COC(=O)c1cc(=O)cc(C(=O)OC)o1,94,100,1,4,-17,-5,.,.,-1.9,7
CCC(=O)Nc1c(C(=O)Nc2cccc(OC)c2)oc2ccccc12,89,91,2,4,-27,8,-19,.,1.0,11
CCC(=O)Nc1ccc(C(=O)Nc2cccnc2)cc1,114,102,0,15,-21,-17,2,1,-1.6,-2
CCN(C(=O)COC(=O)c1cc(-c2cccc3ccccc23)nc2ccccc12)C1CCS(=O)(=O)C1 (stereo unspecified),102,93,5,13,-46,13,4,-8,-1.7,3
CCOc1ccc(C2CC(c3ccccc3C)n3ncnc3N2)cc1 (stereo unspecified),89,73,24*,18,-18,-4,2,2,0.2,-1
COc1ccccc1C(=O)Nc1nc2nc(-c3ccccc3)cc(=O)n2[nH]1,97,105,1,4,-5,-1,-9,4,-0.6,7
Cc1ccc(S(=O)(=O)NC(=O)Nn2c(C)nnc2C)cc1,91,97,0,8,-29,-8,-4,4,-1.9,7
Cc1cc(C(=O)Cn2cc(C(F)(F)F)ccc2=O)c(C)n1-c1ccccc1,60,54,2,11,-37,-13,15,-8,0.3,16
COc1cc2c(cc1OC)C(c1cc3ccccc3oc1=O)=NC(C)(C)C2,54,62,1,2,-22,6,.,.,-6.7,13
COCCCn1c(SCC(=O)Nc2ccc(NC(=O)c3ccco3)c(OC)c2)nc2ccccc2c1=O,104,92,3,3,-10,-1,.,.,0.1,-4
CCOC(=O)N/N=C/c1cc(OC)c(O)c(OC)c1,99,102,2,3,-8,19,5,-1,-1.9,2
CN(C)c1ccnc2sc(C(N)=O)c(N)c12,80,101,4,3,-11,36,1,.,-1.5,-9
CCN(CC)S(=O)(=O)c1cccc(NC(=O)COC(=O)/C=C/c2ccco2)c1,103,100,1,11,-11,-1,0,5,-3.2,14
COc1ccccc1NC(=O)Cc1noc(CSc2cccc[n+]2[O-])n1,106,99,-1,1,95*,-17,-15,.,-0.7,-4
COc1ccc(OC)c(NC(=O)C2=C(C)Nc3ncnn3C2c2cccs2)c1 (stereo unspecified),103,94,2,3,-30,.,-3,0,-1.1,1
O=C(OCC#CCSc1nnc(-c2cccc3ccccc23)o1)c1ccco1,52,44,5,3,-44,-20,-17,4,-4.4,-10
COc1cccc(C2CC(C(F)(F)F)n3nc(C(=O)NCc4cccnc4)cc3N2)c1 (stereo unspecified),96,91,1,4,-26,13,-1,-2,-2.1,7
COc1ccccc1/C=C(/C(=O)OCC(=O)Nc1ccc(N(C)C)cc1)c1ccccc1,96,94,2,10,-16,-18,-4,.,-1.9,13
NCCCC[C@@H]1NC(=O)[C@H](CCC(=O)O)NC(=O)c2cc([N+](=O)[O-])cc(I)c2SC[C@@H](C(=O)NCC(N)=O)NC1=O,103,100,-1,13,-19,-24,5,.,0.2,4
COC(=O)C1=C(C)Nc2c(c(=O)n(C)c(=O)n2C)C1c1cccnc1 (stereo unspecified),93,88,1,15,-37,-7,.,.,-0.1,12
CCn1c(SCC(=O)N2CCCC(C)C2)nnc1-c1ccc(S(=O)(=O)N2CCN(C)CC2)cc1 (stereo unspecified),112,92,3,17,-53,-4,2,1,-0.8,-9
Cc1ccc(-c2noc(CCC(=O)NCC3CCN(Cc4cccc(C)c4)CC3)n2)cc1,52,46,15,24,-78,-6,-10,0,-1.8,9
CCOC(=O)c1c(C)n(C)c2ccc(OCC(O)CN3CCCCCC3)cc12 (stereo unspecified),74,71,5,5,-4,.,4,0,-5.3,4
COc1cc(NC(=O)COC(=O)Cc2ccc(-c3ccccc3)cc2)cc(OC)c1,96,97,2,13,-28,.,-3,2,1.1,8
CCc1cc(SC#N)cc(CC)c1NC(=O)CCl,1.6*,1.9*,3,7,-2,14,5,-2,-4.7,1
C/C(N)=C(/C#N)C(=O)CSc1nnc(NC(C)C)s1,101,91,0,4,-1,0,-18,2,-1.6,6
O=C(Nc1ncc(Cc2ccccc2Cl)s1)c1ccc(-c2cccc([N+](=O)[O-])c2)o1,65,60,0,10,-27,.,5,-2,5.2*,-3
CCOC(=O)C1(C(F)(F)F)N=C(C(F)(F)F)Nc2cc(C)c(C)cc21 (stereo unspecified),97,87,5,4,-39,-2,4,-2,-0.5,3
Fc1ccc2c(c1)C(c1cccnc1)=NNC(c1cccs1)=N2,33,40,2,12,-48,-5,1,.,-3.8,14
Cc1c(C(=O)O)sc2nc(C)n(C)c(=O)c12,100,105,2,10,-68,-10,0,.,-0.5,8
COC(=O)c1ccc(C2c3c(n[nH]c3C)C(=O)N2c2ccc(C)cc2)cc1 (stereo unspecified),36,26,0,8,-12,.,-9,0,-1.1,-2

# Compound profiles, from the list above. Values in the order: PTEN del growth | bCat KO growth | NPY-Y2 antag | Measles CPE | Yeast growth inh | E-sel TNF inh | Yeast lifespan up | Phagocytosis inh | MRP-1 activ | GALR2 blocker
# Entry for `CCOC(=O)C1(C(F)(F)F)N=C(C(F)(F)F)Nc2cc(C)c(C)cc21` (stereo unspecified) : 97 | 87 | 5 | 4 | -39 | -2 | 4 | -2 | -0.5 | 3
# Entry for `CCN(CC)S(=O)(=O)c1cccc(C(=O)N/N=C/c2c(C)nn(-c3ccccc3)c2Cl)c1` : 72 | 81 | 6 | 6 | -59 | -1 | 3 | -7 | -0.8 | 8
# Entry for `NCCCC[C@@H]1NC(=O)[C@H](CCC(=O)O)NC(=O)c2cc([N+](=O)[O-])cc(I)c2SC[C@@H](C(=O)NCC(N)=O)NC1=O` : 103 | 100 | -1 | 13 | -19 | -24 | 5 | . | 0.2 | 4

# Next part:
SMILES,PTEN del growth,bCat KO growth,NPY-Y2 antag,Measles CPE,Yeast growth inh,E-sel TNF inh,Yeast lifespan up,Phagocytosis inh,MRP-1 activ,GALR2 blocker
CN(C)C(CNC(=O)Nc1cccc(Cl)c1)c1cccnc1 (stereo unspecified),94,85,0,7,-17,-45,2,-1,0.7,-11
Cc1nc2cc(Cl)ccc2n1CCO,98,99,2,5,-8,-8,0,-4,-0.7,1
Cc1cc(O)c(C(=O)c2ccccc2C(=O)O)cc1C,93,101,8,5,-4,9,0,0,0.7,4
COc1cc(OC)c(C2=NOC(C(=O)Nc3c(C)nn(CC(=O)N4CCCC4)c3C)C2)cc1Cl (stereo unspecified),94,94,0,5,9,14,-4,1,0.2,2
Cc1ccc(O)c(-c2cc(-c3ccccc3[N+](=O)[O-])[nH]n2)c1,61,53,-7,11,-6,.,-9,-8,-3.3,8
CCSc1nnc2nc(C)cc(C)n12,97,95,1,12,-13,-16,-6,.,-0.5,2
CCOc1ccc(/C=C/C(=O)Nc2cccc(C(C)=O)c2)cc1,90,87,2,7,-39,.,-2,-6,-0.8,2
O=C(Cc1c2ccccc2nc2ccccc12)c1ccccc1,73,82,9,20*,-31,-1,4,-3,-1.9,-3
COc1ccc(-n2c(CNc3ccc(C)cc3)nnc2SCc2ccccc2)cc1,71,68,1,34,-21,.,11,-2,-4.3,-16
CC(=O)c1cc(CN2C(=O)c3ccccc3C2=O)cs1,108,93,1,6,-10,-10,.,0,-2.1,9

# Assay outcomes deposited in PubChem by several laboratories.
